# Cardio protect = modulators protecting cardiomyocytes from myocardial damage. H9c2 cardiomyocytes, H2O2 injury protection, ATPLite, 2 h. protection from H2O2 cell death, % at 20 µM. 0.63% of 360,000 active. AID 588492;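 active means compounds giving at least 50% protection of heart cells from peroxide-induced death in the single-dose screen, raw or plate-pattern-corrected value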;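 further: 0% = DMSO wells with peroxide and 100% = DMSO wells without peroxide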
# NR2E3 ag-1 = human photoreceptor-specific nuclear receptor agonism; Q9Y5X4; CHO-S Gal4-NCOR/VP16-NR2E3 two-hybrid, luciferase; inhibition of corepressor binding, % at 3.98 µM; 0.35% of 360,000 active; AID 602229;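 active means inhibition above the mean of all tested compounds plus 3 SD, cut at about 70% in these data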;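 further: 0% = DMSO with NR2E3 transfected cells and 100% = cells lacking NR2E3 construct; higher means lower luciferase signal from less NR2E3 corepressor binding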
# Target sequence (Q9Y5X4 whole entry, looked up, the tested form may be a part): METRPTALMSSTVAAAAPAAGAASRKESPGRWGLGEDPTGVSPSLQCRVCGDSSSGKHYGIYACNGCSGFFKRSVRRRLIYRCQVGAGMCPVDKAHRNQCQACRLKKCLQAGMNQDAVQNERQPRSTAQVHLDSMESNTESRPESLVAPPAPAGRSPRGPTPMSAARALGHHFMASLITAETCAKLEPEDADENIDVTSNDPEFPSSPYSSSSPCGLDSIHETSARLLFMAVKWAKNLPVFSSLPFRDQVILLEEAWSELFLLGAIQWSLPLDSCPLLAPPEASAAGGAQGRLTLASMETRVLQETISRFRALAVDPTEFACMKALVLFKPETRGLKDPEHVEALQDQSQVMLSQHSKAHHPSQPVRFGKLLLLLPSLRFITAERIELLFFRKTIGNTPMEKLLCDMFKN
# hiPSC survival = enhancers of human iPSC single-cell survival; survival enhancement, % at 20 µM; 0.044% of 360,000 active; hiPSC single-cell survival, ATPlite luminescence; 100% = ROCK inhibitor wells, 0% = DMSO; AID 602274; in the data active means survival enhancement above about 18%;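 further: cells exposed to compounds for 16 hours before the ATP read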
# PDI inh = PDI (human) enzyme inhibition; P07237; PDI insulin aggregation turbidity, A650, 90 min; inhibition, % at 10 µM; 0.052% of 350,000 active; AID 588391;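 active means mean inhibition across replicates of 30% or more, whatever share of single replicates reach that level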;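 further: absorbance from insulin aggregation driven by PDI reduction with DTT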
# Peg3 promoter = Peg3 promoter activity inhibition | 1.7% of 360,000 active | inhibition, % at 20 µM | HeLa PEG-Prom luciferase reporter, luminescence, overnight | AID 588405;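 active means inhibition of at least 50% at 20 µM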
# NR2E3 ag-2 = NR2E3 (human) agonism; AID 2300; 0.12% of 320,000 active; GST-NR2E3/biotin-RetCOR TR-FRET, 1536-well; inhibition of corepressor binding, % at 4.78 µM; Q9Y5X4;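 active means percent inhibition above the cutoff of mean plus 3 SD of all tested compounds, set per screening campaign, cut at about 20% in these data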;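 further: 0% = DMSO wells and 100% = biotin wells as full block of FRET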
#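 Test system: GST-NR2E3 and biotin-RetCOR proteins | Quantity: 1.35 nM GST-tagged NR2E3 final | Medium: Tris pH 7.5 | Also added: 7 nM biotin-RetCOR | Dosing: Compound at 4.8 µM, single dose | Timing: 5 h at 4 °C | Detection: Time-resolved FRET | Read-out basis: Percent inhibition | Benchmarks: Biotin wells as high control, 0.6% DMSO wells as low control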
# CaV13 ICDI inh = Primary screen for inhibitors of IQ motif and Ca2+-dependent inactivation inhibitor domain binding in CACNA1D, Förster resonance energy transfer in living cells, …. HEK cells, CFP/YFP FRET ICDI-IQ, plate reader, 10 min; percent FRET-ratio fall versus neutral wells. inhibition, % at 12.3 µM. 0.098% of 340,000 active;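 active means mean replicate inhibition of at least 30% and at least 1% of replicates passing that level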;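 further: 0% = median of the neutral control wells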
# Shn3 inh set2 = reduces Shn3 3'UTR luciferase signal in osteoblasts; Clone20 osteoblast Shn3 3'UTR firefly luciferase, 24 h; inhibition, % at 12.5 µM; 0.52% of 360,000 active; AID 588674;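 active means mean inhibition of at least 75% with every replicate also reaching 75%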;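 further: 0% = median of neutral control wells and 100% = pilot-screen positive control compound; some compounds past the cut are filed as inactive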
# m5-HT2A agonist = mouse HTR2A agonism via beta-arrestin recruitment; P35363; CHO-K1 mHTR2A beta-arrestin complementation, luminescence; percent of 30 µM serotonin response; activation, % at 7.6 µM; 0.66% of 360,000 active; AID 624169;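 active means activation above a run cutoff, the mean activation of all tested compounds plus 3 SD, cut at about 14% in these data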;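 further: 0% = plate median of compound wells and 100% = 30 µM serotonin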
# Target sequence (P35363 whole entry, looked up): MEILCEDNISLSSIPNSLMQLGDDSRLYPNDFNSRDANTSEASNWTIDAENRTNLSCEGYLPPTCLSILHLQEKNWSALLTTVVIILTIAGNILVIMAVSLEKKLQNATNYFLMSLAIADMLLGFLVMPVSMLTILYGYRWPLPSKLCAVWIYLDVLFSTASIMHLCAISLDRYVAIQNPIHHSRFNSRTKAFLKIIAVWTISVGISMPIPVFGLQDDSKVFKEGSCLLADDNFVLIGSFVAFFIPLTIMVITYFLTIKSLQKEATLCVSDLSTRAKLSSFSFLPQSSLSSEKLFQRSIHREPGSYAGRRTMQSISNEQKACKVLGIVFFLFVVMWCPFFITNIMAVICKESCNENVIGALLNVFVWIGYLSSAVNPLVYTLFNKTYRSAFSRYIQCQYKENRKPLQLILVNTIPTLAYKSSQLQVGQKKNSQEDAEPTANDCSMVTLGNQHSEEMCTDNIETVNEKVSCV
# HIF-2a block = inhibitors of HIF-2a | 786-0 RCC cells HIF-2a reporter, luciferase luminescence, overnight | inhibition, % at 18.8 µM | 0.72% of 360,000 active | AID 624352;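 active means inhibition of the luminescence signal of 40% or more relative to plate controls, in a single-dose primary screen at 18.75 µM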
# TRPM1 prom inh = MITF TRPM1 promoter inhibition in SK-MEL-5 cells. SK-MEL-5 TRPM1 promoter luciferase, 24 h. inhibition, % at 12.5 µM. 0.83% of 330,000 active. AID 488899;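 active means mean inhibition across replicates of 60% or more, whatever share of single replicates reaches that level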; further: values of inactives mirror those of a sister screen read the other way
# An asterisk follows results filed as active; nt = no result given. This is a random part of the collection (roughly 3.9% active in at least one column).
SMILES,Cardio protect,NR2E3 ag-1,hiPSC survival,PDI inh,Peg3 promoter,NR2E3 ag-2,CaV13 ICDI inh,Shn3 inh set2,m5-HT2A agonist,HIF-2a block,TRPM1 prom inh
Cc1ccc(Cl)cc1NC(=S)NCCCSC1CCCCC1,-25,15,-0.3,4,28,-1,-18,-3,-5,18,-17
COc1ccc(Cn2cc(CN3CCc4onc(-c5ccccc5OC)c4C3=O)nn2)cc1,nt,-25,-0.6,nt,nt,nt,-5,nt,0,9,nt
Cc1ccc(S(=O)(=O)N2CCOCC2)cc1NC(=O)COC(=O)CCOc1ccc(C(C)(C)C)cc1,-14,13,1.3,-2,-11,-2,-2,-1,0,-14,2
COc1ccc(N2C(=O)/C(=C/c3ccc([N+](=O)[O-])cc3)N=C2C)c(OC)c1,-12,-5,0.0,5,-8,0,-5,22,-2,10,5
C(=N\n1cnc2ccccc21)/c1cccnc1,5,-22,-2.0,-6,-77,1,nt,-21,-1,-55,-46
O=[N+]([O-])c1ccc(Cl)c(S(=O)(=O)N2CCCCCC2)c1,-7,15,1.3,7,12,3,nt,-6,3,5,1
COc1ccc([C@H]2CC(=O)C=C(c3cccc(OC)c3)C2)cc1,-4,-25,2.4,4,-19,0,-25,-8,-1,-54,-3
CCOc1cc(C2c3c(n[nH]c3C)C(=O)N2c2ccc(Br)cc2)ccc1O (stereo unspecified),12,-7,-2.6,16,-25,1,0,8,1,-21,-1
CN1CCc2c(sc3c2C(=O)NC(c2cccs2)N3)C1 (stereo unspecified),4,-40,0.9,2,-145,-1,1,-8,2,-206,-42
COCC(=O)N(C)[C@H]1C[C@H]2c3cc(-c4ccccc4)ccc3CCN2C(=O)[C@H]1[C@H](C)O,-4,-15,-1.3,8,-1,nt,-6,7,0,5,10
Cn1ncc(C#N)c1/N=C/N1CCCCC1,9,6,0.8,6,13,-1,-4,11,-2,16,-3
CC(OC(=O)c1ccc2c(=O)n3c(nc2c1)CCCCC3)C(=O)Nc1ccc(Cl)cn1 (stereo unspecified),-2,-7,-1.5,6,2,0,-5,-14,-5,-3,12
O=C1OC[C@@H]2CCCN2C(=O)[C@H](CC(=O)N(CCO)Cc2ccccc2)C/C=C\C[C@H]1Cc1ccc(F)cc1,-4,-18,2.5,14,-9,nt,-11,12,3,3,-4
CC(=O)c1ccc(NC(=S)NC(=O)c2c(Cl)c(C)nn2C)cc1,3,-2,4.6,-1,-17,5,-8,4,2,3,0
Cc1ccc(NC(=O)CCS(=O)(=O)c2cc3c(cc2Cl)NC(=O)CO3)cc1,-6,-4,-0.5,-3,10,0,-14,1,2,10,5
Cc1nc2sccn2c(=O)c1S(=O)(=O)N1CCN(c2ccccc2)CC1,6,-5,-1.7,nt,-1,1,7,-1,-8,-5,nt
Cn1c(C(=O)NCCCN2CCCCCC2)cc2c(=O)n(C)c3ccccc3c21,7,6,-1.6,nt,-13,-4,-2,4,7,4,6
O=C(CNC(=O)c1ccco1)NCc1nc2ccccc2[nH]1,5,14,-0.5,15,17,-2,-15,5,5,1,3
O=C(Nc1cc(S(=O)(=O)N2CCOCC2)ccc1Cl)c1cc(=O)c2ccccc2o1,22,-11,2.5,-2,21,1,-4,9,1,15,4
CC(C)C(=O)Nc1nnc(NC(=S)Nc2ccccc2)s1,-12,-106,0.7,5,-151,0,-7,-32,3,-174,-31
COc1ccc(NC2=NC(=S)N(c3cccc(C)c3)C23CCCCC3)cc1,-20,-19,0.3,6,14,2,-4,10,2,17,6
O=C(Cn1ncc2c3ccccc3n(Cc3ccc(Cl)cc3)c2c1=O)NCCCN1CCCC1=O,13,-29,-0.5,-2,-15,-1,-6,25,3,3,-5
COc1ccc(OC)c(NC(=O)C2CCCN(S(=O)(=O)c3c(C)nn(C)c3C)C2)c1 (stereo unspecified),3,-9,0.0,nt,2,0,-2,6,0,9,-4
CC(C)NC(=O)c1ccccc1NC(=O)C1CC(=O)N(C(C)C)C1 (stereo unspecified),1,-16,-0.5,1,-4,6,-4,8,8,17,10

# A different layout for 2 compounds above.
Cc1ccc(NC(=O)CCS(=O)(=O)c2cc3c(cc2Cl)NC(=O)CO3)cc1
  Cardio protect: -6 | NR2E3 ag-1: -4 | hiPSC survival: -0.5 | PDI inh: -3 | Peg3 promoter: 10 | NR2E3 ag-2: 0 | CaV13 ICDI inh: -14 | Shn3 inh set2: 1 | m5-HT2A agonist: 2 | HIF-2a block: 10 | TRPM1 prom inh: 5
Cc1nc2sccn2c(=O)c1S(=O)(=O)N1CCN(c2ccccc2)CC1
  Cardio protect: 6 | NR2E3 ag-1: -5 | hiPSC survival: -1.7 | PDI inh: nt | Peg3 promoter: -1 | NR2E3 ag-2: 1 | CaV13 ICDI inh: 7 | Shn3 inh set2: -1 | m5-HT2A agonist: -8 | HIF-2a block: -5 | TRPM1 prom inh: nt

# (cont.)
SMILES,Cardio protect,NR2E3 ag-1,hiPSC survival,PDI inh,Peg3 promoter,NR2E3 ag-2,CaV13 ICDI inh,Shn3 inh set2,m5-HT2A agonist,HIF-2a block,TRPM1 prom inh
CCOC(=O)C1(C)CCCN1C(=O)c1ccccc1F (stereo unspecified),-5,-7,-0.1,14,9,nt,-9,2,1,-9,nt
CCOC(=O)c1cnc2cc(F)c(F)cc2c1N1CCN(C)CC1,-2,-12,-0.8,-3,20,-2,-18,-3,-1,23,-6
CCN(CC(=O)NCCCn1ccnc1)S(=O)(=O)c1ccc(C)cc1,2,3,-0.3,3,0,0,-7,-10,2,9,5
CCOCCOC(=O)c1ccc(-n2cncn2)nc1,0,-9,-3.1,5,13,-6,-5,2,-1,11,8
COC(=O)c1cccc(NC(=O)CSc2nncn2-c2ccccn2)c1,-2,4,0.7,2,6,1,-7,2,10,8,-1
Cc1ccc(-c2cc(C(=O)N/N=C/C(Br)=C/c3ccccc3)n[nH]2)o1,13,8,1.7,2,-16,-1,10,5,-2,-15,12
N/C(=N\OC(=O)Cc1ccccc1)c1ccc(Br)cc1,-3,-13,-0.1,17,-101,-1,-3,-35,-4,-184,-21
CCCC(C)NC(=O)Cc1ccccc1[N+](=O)[O-] (stereo unspecified),4,-15,1.6,4,11,1,-3,-3,-2,10,14
O=C(CCCn1c(=S)[nH]c2ccccc2c1=O)NCc1ccco1,4,-13,-1.4,4,9,2,-5,-6,1,12,10
C/C(=N\Nc1ccccn1)c1ccc(C(C)C)cc1,-12,-12,-0.8,-2,-234,3,-6,-54,-1,-255,-126
COc1ccc(/C=C2\SC(=S)N(CCC(=O)N(CCO)c3ccccc3)C2=O)cc1OC,-4,-21,-0.3,3,0,-2,-17,-5,-2,12,8
CCCn1nc(C(=O)NNC(=O)CCOc2ccccc2OCC)c2ccccc2c1=O,2,-30,-0.6,-4,2,2,-6,2,-4,16,1
COc1ccc(CN(C(=O)c2ccc(-c3ccccc3)[nH]2)C(C(=O)NC(C)(C)C)c2ccncc2)cc1 (stereo unspecified),-3,-19,-0.8,-2,15,-1,-4,24,0,4,4
CCOc1cc(CNc2ccc(O)cc2)cc(Br)c1OCc1ccccc1F,-25,-22,3.9,-2,25,0,nt,18,3,16,6
O=C(c1ccccc1)N(C(=O)c1ccccc1)c1ccccc1,0,-26,-0.1,3,-82,nt,-5,-30,1,-151,nt
Cc1cccc(NC(=S)NC(=O)c2ccc(Br)o2)c1C,-1,-28,5.0,4,-67,-2,7,-18,-5,-134,-9
O=C(CCNS(=O)(=O)c1ccc(Cl)cc1)N1CCC2(O)CCCCC2C1 (stereo unspecified),8,-2,-0.7,-9,13,0,-3,-8,-3,2,-3
CCOC(=O)c1cnc(SCC#N)nc1N,0,-4,-0.1,-1,2,-1,-5,-11,0,4,-5
Cc1ccc(N=CC2=C(O)CC(c3ccco3)CC2=O)cc1 (stereo unspecified),-2,-1,1.6,1,-27,-4,-4,5,-1,-6,-21
CCCCn1c(=O)c(CCC(=O)O)nc2ccccc21,1,-9,0.9,0,11,2,-2,-1,0,19,4
C[C@@H]1CC[C@]2(C(=O)O)CC[C@]3(C)C(=CCC4[C@@]5(C)CC[C@H](O)[C@@](C)(C(=O)O)C5CC[C@]43C)C2[C@]1(C)O (stereo partly specified),8,-25,4.6,-5,-10,nt,-11,-15,5,5,3
Nc1c(Cl)ncnc1N/N=C/c1ccc2ccccc2n1,4,-48,-2.8,-4,-37,-7,-2,75,-7,-162,31
CC(=O)NC(=O)c1nnn(Cc2ccccc2)c1NC(C)=O,2,-26,2.0,-2,12,-3,-8,16,3,24,-3
Cc1ccc(CN(C)C(=O)COC(=O)CSc2ccc(C(N)=O)cc2[N+](=O)[O-])cc1,58*,-3,0.7,9,-36,3,-7,-1,0,11,2
COc1ccc(CC(=O)Nc2cccc(/C(C)=N/NC(=O)c3cccc([N+](=O)[O-])c3)c2)cc1,22,-17,-1.6,9,-13,1,nt,1,-2,-8,0
CC(C)(C)NC(=O)NC(=O)COC(=O)Cc1c(Cl)cccc1Cl,-2,-23,0.4,-8,4,1,4,-4,3,8,-6
CNC(C)C#Cc1ccc2sc3cccc(OC)c3c(=O)c2c1 (stereo unspecified),30,8,-3.3,1,-123,1,-6,-6,-2,-96,-7
CC(Oc1ccc(Br)cc1)C(=O)Nc1cc(Cl)ccc1N1CCN(C)CC1 (stereo unspecified),-4,-22,0.1,-1,23,0,-6,7,-5,0,-17
CC(=O)N1CCN(C(=S)NC(=O)c2ccc(F)cc2)CC1,-2,5,-0.2,-6,4,nt,-10,-2,3,4,10
COCCCN(C)C1CCN(C(=O)Nc2ccc(F)cc2)CC1,-3,-1,0.9,nt,1,3,-3,-24,-1,17,nt
O=C(NCCCn1ccnc1)/C(=C\c1ccccc1Cl)NC(=O)c1ccccc1,-3,3,0.0,4,-2,-1,nt,11,3,3,4
O=C(Nc1cc([N+](=O)[O-])ccc1F)c1ccc2c(c1)OCCO2,1,-59,3.2,1,-62,0,0,1,0,-129,-28
Cc1c(CCC(=O)O)c(=O)oc2c(C)c(OCc3ccccc3Cl)ccc12,1,-2,-0.6,-2,-3,1,-14,12,1,45*,-5
CC(NC(=O)c1ccnc(C(C)(C)C)c1)c1ccccc1 (stereo unspecified),-7,17,0.5,6,6,1,-4,-4,5,0,7
Clc1ccc(CN2CCc3c([nH]c4ccccc34)C2)cc1Cl,-11,0,-0.8,-6,81*,0,-5,1,3,27,3
Cc1ccc(C)c(NC(=O)CN(C)C(=O)c2cccc(-n3cccc3)c2)c1,-1,9,-0.4,-5,18,0,-6,1,-4,8,15
Cc1cc(NC(=O)CCCn2nc([N+](=O)[O-])c(Br)c2C)no1,3,-5,-0.1,-2,3,2,-7,3,3,10,1
COc1cccc(C(c2nnnn2Cc2ccco2)N2CCN(c3cccc(C)c3C)CC2)c1OC (stereo unspecified),0,-16,-2.4,6,27,1,nt,26,-10,19,15
CCN1CC(CN(C)Cc2nc(-c3ccc(Cl)cc3)no2)CC1=O (stereo unspecified),-8,10,-0.7,-8,9,1,-6,10,4,10,14
